Screening results from PubChem.
CaV13 FRET inh = Disruptors of the CACNA1D IQ motif to Ca2+-dependent inactivation inhibitor domain association, primary screening, Förster resonance energy transfer in intact living … | HEK cells, CFP/YFP FRET ICDI-IQ, plate reader, 10 min; percent FRET-ratio fall versus neutral wells | 340,000 tested, 0.098% active | inhibition, % at 12.3 µM;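 active = mean replicate inhibition of at least 30% and at least 1% of replicates passing that level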;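 also: 0% = median of the neutral control wells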
MC4R antagonist = MC4R antagonists of cAMP signaling, primary screen, cell-based, TR-FRET, antagonist arm of biased-ligand search | Melanocortin receptor 4 (Homo sapiens), P32245 | MC4R-expressing cells, MTII-stimulated cAMP, LANCE TR-FRET | inhibition, % at 6.5 µM | 360,000 tested, 0.48% active | AID 540295, 2011;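 active = inhibition above its plate's cutoff, the mean of tested wells on that plate plus 3 SD, cut at about 29% in these data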;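 also: 0% = Melanotan II alone and 100% = Melanotan II plus saturating MCL0020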
Target sequence (P32245 whole entry, looked up): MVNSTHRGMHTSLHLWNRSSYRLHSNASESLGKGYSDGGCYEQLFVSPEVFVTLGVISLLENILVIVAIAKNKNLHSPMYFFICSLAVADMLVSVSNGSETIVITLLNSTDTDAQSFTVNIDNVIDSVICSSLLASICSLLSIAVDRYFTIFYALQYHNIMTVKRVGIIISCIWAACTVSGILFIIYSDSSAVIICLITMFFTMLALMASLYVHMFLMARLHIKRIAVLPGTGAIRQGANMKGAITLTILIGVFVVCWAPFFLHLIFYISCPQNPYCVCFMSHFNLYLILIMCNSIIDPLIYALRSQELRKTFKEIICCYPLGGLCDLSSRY
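Assay system: U2OS-MC4R stable cell line; Also added: Melanotan II; Technique: Eu-cAMP/anti-cAMP TR-FRET, emission 671 nm; Times: 30-min compound, 1-h challenge, 1-h detection, room temperature.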
aDG glyco act = activators of alpha-DG glycosylation, primary screen, uHTS, Pro5-aDG cells, AlphaScreen; AID 624168, 2012; 360,000 tested, 0.22% active; activation, % at 10 µM; alpha-DG glycosylation AlphaScreen (IIH6); 0% Pro5, 100% B10-LARGE cell signal;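 active = activation of at least 8% versus controls, or a plate z-score of at least 8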;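 also: Pro5 are CHO cells carrying HIG-tagged alpha-DG that lacks glycosylation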
PDI inh = inhibitors of human PDI, primary screen, biochemical, turbidity, single point, plate reader. PDI insulin aggregation turbidity, A650, 90 min. AID 588391, 2011. 350,000 tested, 0.052% active. Protein disulfide-isomerase (Homo sapiens), P07237. inhibition, % at 10 µM;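 active = mean inhibition across replicates of 30% or more, whatever share of single replicates reach that level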;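 also: absorbance from insulin aggregation driven by PDI reduction with DTT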
Vif imaging = HIV Vif self-association inhibitors, primary screen, imaging, HEK293T, single point; HEK293T cells, Vif self-association by quenched fluorescence, 24 h; inhibition, % at 7.49 µM; 340,000 tested, 0.35% active; AID 602346, 2012; in the data active = inhibition above about 50%, passing the limit was not always enough; also: some results filed as inactive read as strong as hits
Cardio protect = cardioprotection against H2O2-induced cell death, primary screen, uHTS, H9c2 cells, ATPLite luminescence; H9c2 cardiomyocytes, H2O2 injury protection, 2 h; 360,000 tested, 0.63% active; protection from H2O2 cell death, % at 20 µM;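 active = compounds giving at least 50% protection of heart cells from peroxide-induced death in the single-dose screen, raw or plate-pattern-corrected value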;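 also: 0% = DMSO wells with peroxide and 100% = DMSO wells without peroxide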
Glyco luc inh = increase of ERlucT glycosylation luciferase signal, primary screen, N-linked glycosylation inhibitor project, D54 ERlucT cells, luminescence, set 2; reporter increase, % at 12.5 µM; AID 588692, 2011; D54 ERlucT glycosylation luciferase reporter, 24 h; percent of 100 nM tunicamycin response; 360,000 tested, 0.23% active;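 active = mean luciferase reporter signal, scaled so untreated is 0 and the glycosylation-blocking control 100, at or above a set limit in every replicate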;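 also: luciferase carries N-glycosylation sites so blocking glycosylation raises the light; 0% = median of neutral control wells and 100% = median of 100 nM tunicamycin wells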
MC4R ag barr = MC4R agonists recruiting beta-arrestin, primary screen, cell-based, luminescence, agonist arm of biased-ligand search. Melanocortin receptor 4 (Homo sapiens), P32245. U2OS MC4R beta-arrestin complementation; percent of melanotan II response, DMSO zero. 360,000 tested, 0.98% active. AID 540308, 2011. activation, % at 8.9 µM;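 active = activation above a per-plate cutoff, the mean activation of sample wells on that plate plus 3 SD, cut at about 8% in these data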
HTR2A ag = mouse Htr2a agonists via beta-arrestin recruitment, primary screen, cell-based, luminescence; 5-hydroxytryptamine receptor 2A (Mus musculus), P35363; CHO-K1 mHTR2A beta-arrestin complementation; percent of 30 µM serotonin response; activation, % at 7.6 µM; 360,000 tested, 0.66% active;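 active = activation above a run cutoff, the mean activation of all tested compounds plus 3 SD, cut at about 14% in these data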;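 also: 0% = plate median of compound wells and 100% = 30 µM serotonin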
Target sequence (P35363 whole entry, looked up): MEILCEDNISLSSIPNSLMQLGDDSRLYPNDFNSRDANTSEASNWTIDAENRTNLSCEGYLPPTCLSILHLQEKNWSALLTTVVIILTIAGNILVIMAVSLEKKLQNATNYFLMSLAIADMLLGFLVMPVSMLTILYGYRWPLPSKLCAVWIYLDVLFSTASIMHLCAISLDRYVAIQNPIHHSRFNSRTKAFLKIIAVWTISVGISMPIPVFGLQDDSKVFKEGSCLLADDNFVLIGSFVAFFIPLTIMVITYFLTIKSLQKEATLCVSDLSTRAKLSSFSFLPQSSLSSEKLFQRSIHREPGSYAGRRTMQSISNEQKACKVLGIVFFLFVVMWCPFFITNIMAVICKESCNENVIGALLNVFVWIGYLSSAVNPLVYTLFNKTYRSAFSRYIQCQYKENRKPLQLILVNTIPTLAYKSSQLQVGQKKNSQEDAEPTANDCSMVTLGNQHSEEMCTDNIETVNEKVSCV
ABCB6 inh MLPCN = ABCB6 transporter inhibitors, primary screen, K562-ABCB6 cells, flow cytometry, MLPCN library; ATP-binding cassette sub-family B member 6 (Homo sapiens), Q9NP58; 360,000 tested, 0.19% active; fluorescence ratio to DMSO, % at 10 µM; K562-ABCB6 porphyrin accumulation, 1 h; hits give low values;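 active = fluorescence ratio to DMSO below 75%, the collection mean minus 3 SD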;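 also: signal is porphyrin accumulated inside mitochondria; 100% equals median channel fluorescence of DMSO control wells; lower ratio means ABCB6 inhibition with less porphyrin fluorescence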
An asterisk follows results filed as active; x = no result given.

SMILES	CaV13 FRET inh	MC4R antagonist	aDG glyco act	PDI inh	Vif imaging	Cardio protect	Glyco luc inh	MC4R ag barr	HTR2A ag	ABCB6 inh MLPCN
Cc1cc(C)cc(N(CC(=O)NC2CCCC2)C(=O)CCC(=O)Nc2nccs2)c1	-5	13	0.3	15	-10	5	0	1.3	5	83
Cc1ccc(SC(C)C(=O)O/N=C(\N)c2ccncc2)cc1 (centres undefined)	x	-3	1.9	12	-7	-10	2	-0.3	4	102
COC(=O)C1=CN(Cc2cccs2)C=C(C(=O)OC)C1c1cccc(O)c1	-4	23	0.6	4	-1	1	2	-2.2	3	99
Cc1cc(C(O)c2ncc(-c3ccc(Oc4ccccc4)cc3)[nH]2)ccc1F (centres undefined)	-10	2	1.5	-2	-22	-9	-4	12*	21*	96
Cn1cccc1C(=O)OCC(=O)Nc1cccc(S(=O)(=O)N2CCOCC2)c1	-6	4	0.1	1	-6	1	-1	-2.0	0	102
CN(c1ccc(C(=O)N2CCCCCC2)cc1)S(=O)(=O)c1ccc(Cl)cc1	-6	0	1.1	-6	-20	-12	-2	-1.5	3	94
Cn1c(CNC(=O)c2ccco2)nnc1SCC(=O)Nc1cccc(F)c1	-15	2	-0.1	9	-1	-2	1	-0.2	1	93
Cc1ccc(NC(=O)c2ccccc2NS(=O)(=O)c2ccc(Cl)s2)cc1S(=O)(=O)N1CCOCC1	-4	7	0.4	-4	-23	-28	-3	-0.4	2	97
CC(OC(=O)C1CCCCC1)C(=O)Nc1ccc(S(N)(=O)=O)cc1 (centres undefined)	-7	18	0.1	2	-6	6	0	2.1	-8	97
COc1cc(OC)c(OC)cc1CN1CCN(C(=O)c2cccc3ccccc23)CC1	-5	4	0.1	6	0	-3	1	0.5	0	100
Cc1ccc(S(=O)(=O)NCCC(=O)O)cc1	-5	1	-0.2	-11	1	1	2	5.8	9	102
CCc1cc2c(NCC3CCCO3)nc(C)nc2s1 (centres undefined)	-5	1	0.4	12	-7	-19	0	-1.3	1	94
COC(CN(C)C(=O)c1cn(C)c2ccc(S(=O)(=O)N(C)C3CCCCC3)cc2c1=O)OC	-4	10	-0.1	-4	6	5	1	-2.3	10	94
COc1cc(CN(C2CC2)S(=O)(=O)c2ccccc2Br)cc(OC)c1	-3	7	-0.1	3	x	-25	1	-1.2	-6	98
COc1nc(NC(=O)c2ccc(F)cc2)nc(OC)c1-c1ccccc1	-3	-2	0.1	9	-5	6	-8	-0.3	-3	96
COc1cc(C)c(C(=O)Oc2cc(C)c(C(=O)O)c(O)c2)c(O)c1	x	11	0.1	x	-5	-9	0	0.5	2	93
CN(CC(=O)Nc1ccccc1Cl)C(=O)COC(=O)CSc1ccc(F)cc1	-5	19	-0.4	-1	-6	-2	-1	-11	6	92
CC(=O)Oc1ccc(-n2c(=O)c3ccccc3c3ccccc3c2=O)cc1	-6	-5	0.2	-2	-7	8	6	-1.9	4	95
CN(C)c1ccc(NC(=O)c2cccc(N3C(=O)C4C5C=CC(C5)C4C3=O)c2)cc1 (centres undefined)	-8	0	0.4	2	x	0	2	0.3	2	95
CN1CCN(C(=O)CSc2nc(-c3ccncc3)ccc2C#N)CC1	-4	-1	0.1	3	1	7	1	-1.2	-2	98

Four of the compounds above, bar-delimited:
Molecule | CaV13 FRET inh | MC4R antagonist | aDG glyco act | PDI inh | Vif imaging | Cardio protect | Glyco luc inh | MC4R ag barr | HTR2A ag | ABCB6 inh MLPCN
COc1cc(CN(C2CC2)S(=O)(=O)c2ccccc2Br)cc(OC)c1 | -3 | 7 | -0.1 | 3 | x | -25 | 1 | -1.2 | -6 | 98
Cc1ccc(S(=O)(=O)NCCC(=O)O)cc1 | -5 | 1 | -0.2 | -11 | 1 | 1 | 2 | 5.8 | 9 | 102
COc1cc(C)c(C(=O)Oc2cc(C)c(C(=O)O)c(O)c2)c(O)c1 | x | 11 | 0.1 | x | -5 | -9 | 0 | 0.5 | 2 | 93
COc1nc(NC(=O)c2ccc(F)cc2)nc(OC)c1-c1ccccc1 | -3 | -2 | 0.1 | 9 | -5 | 6 | -8 | -0.3 | -3 | 96

Record cards (already shown). Screens in order: CaV13 FRET inh	MC4R antagonist	aDG glyco act	PDI inh	Vif imaging	Cardio protect	Glyco luc inh	MC4R ag barr	HTR2A ag	ABCB6 inh MLPCN
Listed for COc1cc(C)c(C(=O)Oc2cc(C)c(C(=O)O)c(O)c2)c(O)c1 = x	11	0.1	x	-5	-9	0	0.5	2	93
Listed for CN1CCN(C(=O)CSc2nc(-c3ccncc3)ccc2C#N)CC1 = -4	-1	0.1	3	1	7	1	-1.2	-2	98
Listed for CN(C)c1ccc(NC(=O)c2cccc(N3C(=O)C4C5C=CC(C5)C4C3=O)c2)cc1 (centres undefined) = -8	0	0.4	2	x	0	2	0.3	2	95
Listed for Cc1ccc(S(=O)(=O)NCCC(=O)O)cc1 = -5	1	-0.2	-11	1	1	2	5.8	9	102

Following part:
SMILES	CaV13 FRET inh	MC4R antagonist	aDG glyco act	PDI inh	Vif imaging	Cardio protect	Glyco luc inh	MC4R ag barr	HTR2A ag	ABCB6 inh MLPCN
O=C(Cn1c(C(F)(F)F)nc2ccccc21)c1ccc(F)cc1	-7	14	0.3	-8	x	-11	-3	-1.2	-2	99
CCCCC(=O)Nc1ccc(C(=O)Nc2ccc(OC)cc2[N+](=O)[O-])cc1	-4	-2	0.3	-5	-4	-5	0	-0.3	-1	94
CCCN(CCC)S(=O)(=O)c1ccc(C(=O)Nc2c(C)n(C)n(-c3ccccc3)c2=O)cc1	-2	10	-0.2	7	0	0	0	0.8	1	96
O=C(Nc1cccc(S(=O)(=O)N2CCOCC2)c1)c1ccc(Cl)c([N+](=O)[O-])c1	-4	-55	0.4	-10	-7	0	-4	-4.0	-1	91
COc1cccc(NC(=O)COC(=O)CNS(=O)(=O)c2c(F)cccc2F)c1	-5	10	0.1	-45	1	1	1	-1.1	0	100
Cc1ccc(S(=O)(=O)NC(C(=O)Oc2ccc3ccc(=O)oc3c2)c2ccccc2)cc1 (centres undefined)	-3	10	0.1	7	1	-1	0	1.0	3	104
CCOc1ccc(C(C(=O)NCC2CCCO2)N(Cc2cccs2)C(=O)c2snc(C(N)=O)c2N)cc1 (centres undefined)	-3	10	-0.3	5	19	68*	-1	0.2	0	95
O=C(CCC(=O)N1CCN(C2CCCCC2)CC1)Nc1nnc(C(F)(F)F)s1	x	3	-0.4	7	4	65*	0	-0.4	-1	91
CCSc1nnc(NC(=O)CCc2ccc(OC)cc2)s1	-4	16	-0.2	-4	-21	-3	1	2.7	1	96
CC1Cc2ccccc2N1C(=O)COC(=O)CNC(=O)c1ccc(Br)o1 (centres undefined)	-4	3	0.4	7	9	12	1	-2.6	1	110
COc1cccc(/C=N/NC(=O)CO/N=C(\C)c2cccs2)c1OC	-8	2	0.1	1	4	3	-2	0.1	1	100
CCN(CC(=O)Nc1cc(Cl)ccc1C)C(=O)CSCc1ccccc1	x	8	0.0	-21	4	-2	0	-1.7	-11	101
COc1ccccc1NS(=O)(=O)c1ccc(Cl)c(NC(=O)c2sc3cc(Cl)ccc3c2Cl)c1	-5	-3	-0.1	8	3	-8	-2	-2.2	-2	97
Brc1ccc(-c2csc(NC3=NCCCCC3)n2)cc1	-4	24	0.2	3	1	0	1	1.5	-1	93
N#CCCn1ccc(NC(=O)c2ccc(Cl)cc2)n1	-6	4	0.0	3	8	-2	0	-0.9	3	91
C=CCOc1ccccc1CN1CCC(Oc2ccc(C(=O)N3CCCC3)cc2)CC1	-14	-2	0.4	-2	-1	-6	2	-0.1	-8	100
CC(C)(C)n1nc2c(c1NC(=O)c1cccs1)CS(=O)C2 (centres undefined)	0	9	0.0	11	5	-4	2	-2.0	3	96
O=c1[nH]cnc2sc3c(c12)CCCCC3	-4	2	-0.2	-2	-14	-6	-3	1.3	1	98
Cc1ccc2oc(=O)c3cnn(CC(=O)NC4CCCCC4C)c3c2c1 (centres undefined)	-4	7	0.4	14	3	-5	-1	0.4	4	97
O=C1CC(N2CCN(c3ccccn3)CC2)C(=O)N1CC(c1ccccc1)c1ccccc1 (centres undefined)	-4	2	0.3	-1	x	-3	x	-1.3	-3	88
Oc1ccc(Br)cc1-c1ccn[nH]1	x	3	0.1	17	-5	4	0	-1.2	-3	104
O=C(Nc1cccc(-c2nnco2)c1)c1cccs1	-4	6	0.1	-8	-2	-1	2	0.6	3	99
O=C1C(=Cc2ccco2)CCCC1=Cc1ccco1	-6	18	-0.1	-4	8	13	12	-0.3	-1	142
CCN(CC)S(=O)(=O)c1ccc(N2CCOCC2)c(NC(=O)c2ccc3ccccc3c2)c1	-5	2	-0.1	12	-17	-3	-7	0.9	5	97
Clc1cccc(Cc2c(-c3ccccc3)nc3c4ccccc4ccn23)c1	-5	x	0.2	x	x	-1	1	x	1	98
CCCCNC(=O)CCCCCNS(=O)(=O)c1ccc(OC)cc1	-6	11	-0.2	7	17	-4	1	-0.7	1	104
COc1ccc(N/C=C2/CCCCC2=O)cc1	-7	10	0.2	-3	-15	5	2	2.5	3	101
O=C(CSc1nnc(COc2ccc(Br)cc2)o1)NC1CCCCC1	-2	21	0.1	1	-6	-5	-3	1.7	-2	100
Cn1c(C(O)c2ccc(Cl)cc2)nc(Cl)c1Cl (centres undefined)	-3	4	-0.1	-4	-5	-5	0	-0.3	-3	95
O=C(Nc1ccccc1Cl)c1cc(C2CCCN(C(=O)OCCF)C2)on1 (centres undefined)	-16	6	0.1	0	8	7	-1	-1.8	-7	96
Cn1nccc1C(=O)N/N=C/c1cccnc1	-5	3	0.0	15	16	0	4	1.8	-7	95
COc1ccc(/C=N/Nc2ccc(C(F)(F)F)cc2[N+](=O)[O-])cc1	-4	-1	0.4	-4	x	-8	3	-1.0	1	99
O=c1onc(-c2ccccc2Cl)n1-c1ccccc1Cl	-4	3	0.1	-5	-8	-9	-4	-3.9	6	95
